SIAE primary – inhibitors of human sialic acid acetylesterase SIAE | SIAE FP-Rh probe binding, fluorescence polarization | inhibition, % at 9.66 µM | 0.69% of 370,000 active;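 active = inhibition above a cutoff: mean of compounds within the control limits plus 3 SD of those, cut at about 17% in these data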;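 also: 0% = plate median of compound wells and 100% = probe without SIAE protein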
mABHD4 FP – ABHD4 (mouse) inhibition, primary FP screen. Q8VD66. purified mABHD4, FP-Rh probe fluorescence polarization. inhibition, % at 8.92 µM. 0.54% of 370,000 active. AID 720543;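 active = inhibition exceeding the mean over every tested compound plus 3 SD, cut at about 30% in these data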;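 also: 0% = plate median of compound wells and 100% = S159A mutant with DMSO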
Target sequence (Q8VD66 whole entry, looked up): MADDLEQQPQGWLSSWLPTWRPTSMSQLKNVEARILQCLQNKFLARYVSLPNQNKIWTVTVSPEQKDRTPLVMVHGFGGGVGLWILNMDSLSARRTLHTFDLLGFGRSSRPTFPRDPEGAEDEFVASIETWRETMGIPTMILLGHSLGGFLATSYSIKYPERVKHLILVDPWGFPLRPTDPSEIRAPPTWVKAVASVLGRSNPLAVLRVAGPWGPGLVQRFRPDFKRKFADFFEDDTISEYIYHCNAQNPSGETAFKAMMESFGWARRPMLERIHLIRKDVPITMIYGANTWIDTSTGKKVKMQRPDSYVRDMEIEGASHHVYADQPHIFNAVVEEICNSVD
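System: mouse ABHD4 enzyme, wild type / Medium: HEPES pH 7.0, NaCl, Pluronic buffer / Reagent: FP-Rh activity-based fluorescent probe / Control set: S159A mutant high control, sample median low control / Detection: fluorescence polarization with parallel and perpendicular emission, 525/598 nm / Schedule: 45 min + 60 min at 25 °C / Compound dosing: 8.92 µM, single dose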
TDP2 inh – blocks human TDP2 phosphodiesterase activity; AID 720702; O95551; 0.34% of 370,000 active; inhibition, % at 12.8 µM; recombinant TDP2, T5PNP hydrolysis, p-nitrophenol absorbance 415 nm;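 active = inhibition above the mean of all tested compounds plus 3 SD, set per campaign, cut at about 25% in these data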;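 also: 0% = DMSO with enzyme and 100% = buffer with substrate but no TDP2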
Target sequence (O95551 whole entry, looked up): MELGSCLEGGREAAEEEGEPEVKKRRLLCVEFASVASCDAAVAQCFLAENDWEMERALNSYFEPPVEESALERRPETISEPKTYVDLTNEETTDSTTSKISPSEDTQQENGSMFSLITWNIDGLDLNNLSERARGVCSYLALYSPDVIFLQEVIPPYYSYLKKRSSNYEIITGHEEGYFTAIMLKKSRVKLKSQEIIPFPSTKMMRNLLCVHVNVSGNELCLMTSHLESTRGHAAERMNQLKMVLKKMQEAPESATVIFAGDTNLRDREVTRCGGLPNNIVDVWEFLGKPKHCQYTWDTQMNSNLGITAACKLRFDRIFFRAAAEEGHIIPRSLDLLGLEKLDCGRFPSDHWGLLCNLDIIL
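System – recombinant human TDP2 · Quantity – TDP2 enzyme at 120 nM final · Doses – single concentration, 12.8 µM nominal, with 1% DMSO · Incubation – 2 h at 37 °C · Measured by – epi absorbance of p-nitrophenol freed from T5PNP by hydrolysis · Read-out – % inhibition relative to enzyme-containing and enzyme-free wells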
HTRA1 inhibitor – blocks human HTRA1 serine peptidase; Q92743; recombinant HTRA1, FP-rhodamine activity-based probe, fluorescence polarization; inhibition, % at 5.96 µM; 0.5% of 340,000 active; in the data active = inhibition above about 36%;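 also: 0% = enzyme with DMSO and 100% = wells lacking enzyme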
rCAG binder – r(CAG) repeat RNA binding | TO-PRO-1 dye displacement fluorescence | inhibition, % at 3 µM | 1.3% of 370,000 active | AID 651821;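 active = inhibition above the plate cutoff, the mean of all test compounds on that plate plus 3 SD, cut at about 35% in these data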;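 also: 0% = DMSO alone and 100% = 100 µM mitoxantrone as full dye displacement; higher means more dye released from RNA so lower well fluorescence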
TCR-CD3 inh – human TCR-CD3 binding inhibition; TAMRA-labeled TCR probe fluorescence, biochemical; inhibition, % at 9.4 µM; 0.37% of 360,000 active; AID 651800; in the data active = inhibition above about 19%;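 also: recombinant mutant TCR 2C K166C tagged with TAMRA read by polarization; 0% = receptor in buffer alone and 100% = receptor with positive control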
PRMT1 inh – blocks human protein arginine methyltransferase 1; Q99873; recombinant PRMT1, activity-based probe fluorescence polarization; inhibition, % at 2.79 µM; 1.3% of 370,000 active; AID 652257;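 active = inhibition above about 21% made by adding two undisclosed values, limit read from the data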
LEDGF integ inh – blocks HIV-1 LEDGF/p75-dependent DNA integration | TR-FRET IN-LEDGF/p75 DNA integration, Eu/Cy5 | 0.64% of 370,000 active | inhibition, % at 3.7 µM;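 active = inhibition above the screen-wide mean plus 3 SD, cut at about 13% in these data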;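 also: signal is the Cy5 over europium emission ratio at 671 and 618 nm; 0% = plate median of compound wells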
NR1D1 modulator – modulators of human Rev-erb alpha DNA binding. Rev-erbα–FITC-DNA binding, fluorescence polarization, 90 min. activity, % at 10 µM. 0.79% of 370,000 active. P20393;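 active = activity above about 14%, limit read from the data; passing the limit was not always enough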;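 also: 0% = DMSO wells with 35 nM protein and 100% = DMSO wells with 750 nM protein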
PG9 binder – binds the HIV-1 gp120 antibody PG9; TR-FRET gp120-PG9 antibody binding; inhibition, % at 6.7 µM; 0.43% of 360,000 active; in the data active = inhibition above about 8.5%
Starred values were filed as active, the others as inactive; · = not tested or not shown.

item	SMILES	SIAE primary	mABHD4 FP	TDP2 inh	HTRA1 inhibitor	rCAG binder
1	CNC(=O)COC(=O)COc1ccc2c(C)cc(=O)oc2c1	-4	2	8	-1	-1
2	COc1ccccc1C1c2c(C)nn(-c3ccccc3)c2NC(=O)C1NC(=O)c1ccccc1 (stereo not given)	-1	-6	5	3	-1
3	COC(=O)c1sccc1NC(=O)/C=C/C(=O)O	2	4	6	0	1
4	O=C(CSC(=S)N1CCCCC1)c1ccccc1	-3	10	-2	-3	-6
5	COC(=O)c1ccccc1OCC(=O)N1CCN(c2ccc(Cl)cc2)CC1	-3	0	4	12	-5
6	CCC(CC)C(=O)Nc1cc(NC(=O)C(CC)CC)cc(C(=O)O)c1	-4	0	-4	2	2
7	Cc1cc(C)c(Cc2c(C)nc3c(C(=O)NCc4ccco4)cnn3c2C)c(C)c1	-9	0	0	-8	0
8	CCCCCCC1CC(CCC(=O)Nc2ccc([N+](=O)[O-])cc2)C(=O)O1 (stereo not given)	-1	3	2	-2	-2
9	O=c1[nH]c(=S)c2c(n1-c1ccccc1)CCC2	2	-3	-1	0	1
10	CCN(CC)CCCNC(=O)C1CCC(=O)N(c2ccc(OC)cc2)C1c1ccc(F)cc1 (stereo not given)	-4	-18	-10	1	-2
11	C=CCn1c(SCC(=O)Nc2cc(C)on2)nc2sc3c(c2c1=O)CCCC3	-5	5	-5	-10	-2
12	CCOc1ccc(NC(=O)CCC(=O)NNC(=O)NC2CCCCC2)cc1	4	5	2	-3	-3

item	TCR-CD3 inh	PRMT1 inh	LEDGF integ inh	NR1D1 modulator	PG9 binder
1	0	4	-2	2	-0.6
2	5	-2	0	-1	-2.1
3	1	3	1	7	-1.7
4	5	-2	3	-4	-0.1
5	6	2	1	7	-2.2
6	5	-1	-5	-1	-0.1
7	7	-1	-1	-5	0.4
8	-5	-2	-3	4	0.0
9	3	-1	1	1	2.8
10	-1	-1	2	3	1.4
11	5	-1	1	19	3.8
12	7	2	-2	-2	-2.1

New compounds follow
item	SMILES	SIAE primary	mABHD4 FP	TDP2 inh	HTRA1 inhibitor	rCAG binder
13	CC(C)CN(C(=O)COC(=O)CSc1ccccc1)c1c(N)n(Cc2ccccc2)c(=O)[nH]c1=O	-2	6	-8	1	-6
14	COc1cccc(NC(=O)CN(C)C(=O)CSc2nc3ccccc3s2)c1	2	-7	4	-11	7
15	C[C@H](CO)N1C[C@H](C)[C@@H](CN(C)Cc2ccccn2)Oc2ncc(Br)cc2C1=O	1	-1	1	4	-1
16	O=Cc1cn(CCC(=O)O)nc1-c1cc2ccccc2o1	-6	-15	11	1	0
17	COc1ccc(NS(=O)(=O)c2cccc(NC(=O)NCCCl)c2)cc1	-6	-5	-16	-6	6
18	CCOC(=O)c1ccc(S(=O)(=O)Nc2cc(C(=O)O)ccc2Cl)cc1	-2	7	-1	0	7
19	Cc1ccc(NC(=O)CNc2ccccc2N2CCCC2=O)cc1S(=O)(=O)N1CCOCC1	3	-3	4	0	-2
20	Cn1c(=O)cc(SCC(=O)N2CCN(C3CCCCC3)CC2)c2ccccc21	0	3	8	3	6
21	COCC1CCCN(Cc2cn(Cc3ccccc3)nc2-c2cc3ccccc3o2)C1 (stereo not given)	5	-1	-16	-16	-4
22	CC(C)(C)NC(=O)c1cnn2c1NC(c1ccc(F)cc1)CC2C(F)(F)F (stereo not given)	-2	-5	7	-1	-5
23	CCOc1ccc(NS(=O)(=O)c2ccc(C(=O)N(C)CCc3ccc(OC)c(OC)c3)cc2)cc1	13	2	7	8	-3
24	COc1ccc(N(CC(=O)Nc2cc(C(=O)O)ccc2C)S(=O)(=O)c2c(C)noc2C)cc1	10	1	3	5	6

item	TCR-CD3 inh	PRMT1 inh	LEDGF integ inh	NR1D1 modulator	PG9 binder
13	1	0	0	5	1.4
14	-4	0	1	5	-0.4
15	2	-1	4	-17	-0.4
16	0	4	0	0	-1.6
17	-9	-1	4	2	0.1
18	-2	3	-2	8	-0.8
19	8	-1	4	0	0.3
20	-5	0	-1	1	-0.1
21	-7	5	-3	-3	-1.5
22	-5	1	0	-5	2.3
23	7	1	1	2	1.6
24	-1	1	0	-1	-2.0

The results go on.
item	SMILES	SIAE primary	mABHD4 FP	TDP2 inh	HTRA1 inhibitor	rCAG binder
25	COc1ccccc1C(=O)NC(CCSC)C(=O)NNC(=O)c1ccc(F)cc1 (stereo not given)	-3	-5	-1	2	-2
26	O=C(NCCCc1ccccc1)c1ccccc1	-1	-7	4	-2	-6
27	CCn1c(O)c(C=NCc2ccccc2)sc1=S	1	0	-4	0	-2
28	COc1ccc(CCC(=O)N(c2nnc(-c3cccnc3)s2)C(C)C)cc1	-1	1	1	-7	-7
29	CC(C)c1ccc2c(c1)C1Cc3ccccc3C1N2 (stereo not given)	2	10	-3	9	1
30	C=CCC1S/C(=N/N=C/c2cccs2)NC1=O (stereo not given)	-1	3	1	0	7
31	COc1ccc2c(c1)OC[C@H]1[C@H]2N2C(=O)[C@H](C)NC(=O)[C@@]2(C)[C@H]1c1ccccc1	5	4	-1	7	-3
32	COc1ccc(-c2csc(N3CCC(c4ccccc4)CC3)n2)cc1	6	-1	-4	-2	2
33	O=C(Cn1nnc(-c2ccncc2)n1)N(C1CCCCC1)C1CCCCC1	4	-9	-1	-8	-4
34	CCCCCCCOC(=O)c1ccc(OC(=O)c2cccnc2)cc1	-2	-19	5	-16	-4
35	COc1ccc(NC(=O)C2C3CCC4C(CCC32)C4(Cl)Cl)cc1 (stereo not given)	0	-2	7	-4	2
36	C=CCn1c(C)cc(C(=O)CSc2nnc3n(CCC)c(=O)c4ccccc4n23)c1C	8	5	-15	4	0

item	TCR-CD3 inh	PRMT1 inh	LEDGF integ inh	NR1D1 modulator	PG9 binder
25	0	-1	1	6	-1.2
26	-5	-1	2	3	-1.4
27	-8	2	-1	2	-1.6
28	-4	1	0	1	2.2
29	9	-3	0	-7	-0.6
30	0	-2	-1	-1	-3.1
31	0	-1	-3	-5	0.4
32	2	-1	2	5	-1.4
33	3	-5	-3	3	-0.1
34	-2	0	-3	5	-2.1
35	-2	0	-2	-4	-0.3
36	1	1	-6	4	-1.1

7 compounds picked at random from those above:
item	SMILES	SIAE primary	mABHD4 FP	TDP2 inh	HTRA1 inhibitor	rCAG binder
32	COc1ccc(-c2csc(N3CCC(c4ccccc4)CC3)n2)cc1	6	-1	-4	-2	2
26	O=C(NCCCc1ccccc1)c1ccccc1	-1	-7	4	-2	-6
33	O=C(Cn1nnc(-c2ccncc2)n1)N(C1CCCCC1)C1CCCCC1	4	-9	-1	-8	-4
29	CC(C)c1ccc2c(c1)C1Cc3ccccc3C1N2 (stereo not given)	2	10	-3	9	1
27	CCn1c(O)c(C=NCc2ccccc2)sc1=S	1	0	-4	0	-2
31	COc1ccc2c(c1)OC[C@H]1[C@H]2N2C(=O)[C@H](C)NC(=O)[C@@]2(C)[C@H]1c1ccccc1	5	4	-1	7	-3
28	COc1ccc(CCC(=O)N(c2nnc(-c3cccnc3)s2)C(C)C)cc1	-1	1	1	-7	-7

item	TCR-CD3 inh	PRMT1 inh	LEDGF integ inh	NR1D1 modulator	PG9 binder
32	2	-1	2	5	-1.4
26	-5	-1	2	3	-1.4
33	3	-5	-3	3	-0.1
29	9	-3	0	-7	-0.6
27	-8	2	-1	2	-1.6
31	0	-1	-3	-5	0.4
28	-4	1	0	1	2.2

Following part
item	SMILES	SIAE primary	mABHD4 FP	TDP2 inh	HTRA1 inhibitor	rCAG binder
37	CSc1nc(O)c(/C=C2\C=Nc3ccccc32)[nH]1	3	24	2	2	1
38	COC(=O)c1ccccc1NC(=O)C1CCCN(S(=O)(=O)c2ccc(F)cc2)C1 (stereo not given)	6	-7	4	-2	-3
39	CCCCOC(=O)CN1C(=O)c2ccc(C(=O)OCCCC)cc2C1=O	-3	5	-6	-7	0
40	O=c1[nH]c2cc3c(cc2cc1CN(CC1CCCO1)S(=O)(=O)c1ccc(Cl)cc1)OCCO3 (stereo not given)	8	-1	5	5	0
41	COC(=O)[C@@]1(Cc2ccc(OC)cc2)[C@H]2c3cc(C(=O)N(C)C)[nH]c3C[C@H]2CN1C(=O)c1ccccc1	-3	-11	-5	-3	5
42	COc1cccc(C(=O)/C=C/Nc2ccc(S(=O)(=O)Nc3ncccn3)cc2)c1	0	-5	12	-1	6
43	Cc1ccc(O)c(CCc2ccccc2)n1	-4	6	3	-2	-1
44	Cc1c(C(=O)C(=O)NCCC2=CCCCC2)c2ccccc2n1C	-2	-6	-5	-1	2
45	OCCN1CCN(c2ncnc3c2ncn3[C@H]2CN(Cc3ccco3)C[C@@H](CO)O2)CC1	-3	3	7	·	-1
46	CCSc1nc(C)nc2c1oc1ccccc12	0	-5	-12	-9	5
47	O=S(=O)(NCc1ccccc1)c1cccs1	-2	-2	3	-4	0

item	TCR-CD3 inh	PRMT1 inh	LEDGF integ inh	NR1D1 modulator	PG9 binder
37	5	1	-8	0	-18
38	1	-2	1	-2	-1.2
39	3	3	1	-1	-1.3
40	4	2	1	10	0.8
41	-1	1	1	-5	-0.5
42	-4	-2	0	8	-0.4
43	2	-1	3	5	-0.6
44	-6	0	-3	6	-0.3
45	-4	0	-5	9	0.2
46	-1	-2	0	1	1.9
47	-1	1	-2	0	-1.1

This is a subset. The share of hits here may be higher or lower than overall.
